EPAC1 ag: EPAC1 (human) agonism; O95398; AID 720707; Potency, µM (highest dose often 154 µM), inactives show at the top dose activation, hits mostly activators; EPAC1 agonist qHTS, biochemical assay; response scale: 100% = response to 6.5 mM cAMP; actives 0.073% (n = 360,000); further: potency means the concentration at half of the fitted maximal effect; nearly all actives have a fitted effect of over 60% in size
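EPAC1 100 nM, Rap1B–BODIPY-GDP 250 nM, unlabeled GDP 50 uM; compound titration; 5 min RT; kinetic read ex480/em540 at 5-min intervals ×30 min; data normalized to 6.5 mM cAMP agonist control.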
Abeta rescue: A-beta toxicity reversal in yeast; yeast expressing A-beta42, growth rescue, OD600, 48 h; response scale: 0% DMSO, 100% iron-clioquinol control; AID 1347071; Potency, µM (doses to about 46.1 µM), for inactives: top-dose growth rescue, most hits filed as activators; actives 0.063% (n = 410,000); further: potency means the concentration at half of the fitted maximal effect; nearly all actives have a fitted effect of over 55% in size
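Growth rescue measured by 600 nm absorbance after 48 h yeast culture at 30 C with compound. Values normalized between DMSO and an equimolar ferric chloride plus clioquinol control.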
FUS yeast rescue: suppressors of FUS proteinopathy in yeast. S. cerevisiae FUS-expressing, growth rescue, OD600, 24 h. Potency, µM (highest dose often 76.6 µM), for inactives: at the highest dose growth rescue (activation), hits mostly activators. actives 0.24% (n = 390,000). AID 1347120;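 further: potency means the concentration at half of the fitted maximal effect; plate controls were DMSO vehicle for no effect and reference control for full effect; nearly all actives have a fitted effect of over 55% in size; some results filed as inactive show a strong effect at the top dose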
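Galactose (2%) drives FUS expression in yeast precultured in raffinose; seeding density OD 0.005. Test compounds incubated 24hr at 30C and 99% humidity before absorbance at 600 nm was measured.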
WRN helicase inh: blocks human WRN helicase; actives 0.46% (n = 360,000); Q14191; Potency, µM (top dose mostly 114 µM), for inactives: at the highest dose activity change, negative = inhibition, hits mostly inhibitors; WRN helicase unwinding, fluorescent forked duplex, kinetic; further: potency means the concentration at half of the fitted maximal effect; on the % scale 0 is the no-effect control and ±100 the full control effect; nearly all actives have a fitted effect of over 55% in size
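Screening of the MLSMR collection measured strand separation of a quenched forked DNA duplex (100 nM) by 20 nM WRN with 2 mM ATP, all final. Compounds were preincubated with enzyme 15 min at room temperature.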
EPAC1 antagonist: antagonists of human EPAC1; O95398; EPAC1 GEF assay, Rap1b-BODIPY-GDP exchange fluorescence; Potency, µM (doses to about 115 µM), for inactives: at the highest dose activity change, negative = inhibition, hits mostly inhibitors; actives 0.14% (n = 360,000);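 further: potency means the concentration at half of the fitted maximal effect; plate controls were vehicle for no effect and positive control for full effect; nearly all actives have a fitted effect of over 50% in size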
PLK1 PBD inh: blocks phosphopeptide binding to human PLK1 polo-box domain; P53350; Plk1 PBD binding of FITC phosphopeptide, fluorescence polarization; Potency, µM, without a hit: max response, negative = inhibition, most hits filed as inhibitors; actives 2.8% (n = 360,000); AID 720504; further: potency means the concentration at half of the fitted maximal effect; series mostly up to about 57 µM; on the % scale 0 is the no-effect control and ±100 the full control effect; nearly all actives have a fitted effect of over 65% in size
Target sequence (P53350 whole entry, looked up, the tested form may be a part): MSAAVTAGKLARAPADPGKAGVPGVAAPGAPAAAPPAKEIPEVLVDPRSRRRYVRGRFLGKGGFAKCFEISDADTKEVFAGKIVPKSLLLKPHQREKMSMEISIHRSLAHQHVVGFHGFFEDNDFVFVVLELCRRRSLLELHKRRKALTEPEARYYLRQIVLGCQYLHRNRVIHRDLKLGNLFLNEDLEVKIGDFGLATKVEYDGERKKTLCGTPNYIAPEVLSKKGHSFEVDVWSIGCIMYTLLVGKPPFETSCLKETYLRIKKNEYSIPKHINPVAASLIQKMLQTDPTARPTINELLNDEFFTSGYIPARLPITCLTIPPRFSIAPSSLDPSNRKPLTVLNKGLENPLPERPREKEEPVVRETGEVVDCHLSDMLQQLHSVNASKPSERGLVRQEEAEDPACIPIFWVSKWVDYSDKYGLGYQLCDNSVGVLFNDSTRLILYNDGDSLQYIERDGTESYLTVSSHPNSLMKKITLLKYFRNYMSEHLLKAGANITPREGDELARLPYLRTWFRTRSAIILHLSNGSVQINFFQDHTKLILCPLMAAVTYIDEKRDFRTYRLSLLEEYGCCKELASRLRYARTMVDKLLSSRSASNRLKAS
IL-2 act: activates IL-2 in a cell-based reporter assay | IL-2 activation reporter assay, cell-based qHTS; stimulated with anti-CD3/CD4/CD28 beads; in transgenic mouse T cells | activation, % (series mostly up to about 46 µM) | actives 0.065% (n = 360,000) | AID 652025; in the data active means activation above about 50%; inconclusive means mostly about 30% to 49%; further: 0% is about no effect
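Readout: EGFP and DsRed signals by fluorescent plate cytometry. Unstimulated transgenic mouse T cells received compound 60 min before antibody-bead stimulation, then incubated 18 h at 37 degrees C.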
PI5P4K alpha inh: inhibitors of human PI5P4K alpha; P48426; PI5P4Kalpha enzyme, ADP-Glo luminescence, 60 min; active compounds read low; max response, %; actives 1.2% (n = 330,000); active means max response of -50% or lower; inconclusive means between -30% and -50%; inactive means -30% or higher; further: value at the top dose of about 77 µM; on the % scale 0 is the no-effect control and ±100 the full control effect
Target sequence (P48426 whole entry, looked up): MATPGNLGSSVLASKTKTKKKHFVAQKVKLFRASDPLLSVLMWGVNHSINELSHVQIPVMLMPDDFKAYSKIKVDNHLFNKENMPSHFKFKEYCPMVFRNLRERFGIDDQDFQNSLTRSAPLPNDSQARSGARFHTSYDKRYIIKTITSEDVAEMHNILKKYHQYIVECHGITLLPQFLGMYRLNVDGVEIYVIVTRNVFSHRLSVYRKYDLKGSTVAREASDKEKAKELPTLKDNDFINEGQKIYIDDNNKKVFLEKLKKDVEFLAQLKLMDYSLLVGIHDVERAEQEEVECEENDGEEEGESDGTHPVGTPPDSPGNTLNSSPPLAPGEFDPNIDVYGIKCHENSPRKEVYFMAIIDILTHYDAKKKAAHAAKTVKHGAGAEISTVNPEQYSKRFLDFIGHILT
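qHTS, 1536-well: enzyme/substrate mix, compound by pin tool, 5 microM ATP final; RT 60 min; ADP-Glo reagents 1 (45 min) then 2 (30 min); luminescence.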
Starred values were filed as active, the others as inactive; ? = inconclusive; / = not tested or not shown; [ ] = remark or other dose. Unless noted, the call rests on the fitted dose curve; in most records, active means well fitted curve in the direction sought with a large enough effect; inconclusive means small, poorly fitted or top-dose-only effect, or another doubt; inactive means no such curve, though single readings can be large; an effect the other way counts as inactive or inconclusive.

cpd	Compound	EPAC1 ag	Abeta rescue	FUS yeast rescue	WRN helicase inh	EPAC1 antagonist	PLK1 PBD inh	IL-2 act	PI5P4K alpha inh
1	CCNC(=O)C1(C)CCN(Cc2ccc(C(=O)OCC)o2)C1 (stereo not given)	7%	-9%	-17%	9%	15%	4%	0.7	-1
2	Cc1ccc(-c2nc3c(c(=O)c4ccccc4n3C)c(=O)n2-c2ccccc2)cc1	-1%	-11%	-24%	12%	7%	-2%	-0.6	-2
3	Cc1ccnc(NC(=O)c2cccc(S(=O)(=O)N3CCOCC3)c2)c1	2%	-3%	3%	-10%	5%	-8%	-4.2	0
4	CCCn1c(SCC(=O)NC2CCCCC2)nnc1-c1cccnc1	-1%	4%	0%	7%	-8%	-6%	-0.3	3
5	COC(=O)c1ccc(Cn2nc(C(F)(F)F)cc2C)cc1	3%	23%	-3%	-7%	-3%	-5%	0.3	4
6	N#Cc1c(SCc2ccccc2)nc(N2CCOCC2)c2c1CCCC2	4%	6%[9.22 µM]	-31%	-13%	-8%	-2%	-1.5	14
7	CC(C(=O)NC1CCCC1)N(C(=O)Cn1nnc(-c2ccc(F)cc2)n1)c1ccccc1F (stereo not given)	10%	23%	21%	10%	-2%	-9%	-4.6	4
8	COc1cc(Cl)ccc1OC1(C)CCN(Cc2c(F)cccc2F)C1 (stereo not given)	3%	-13%	-10%	-2%	-9%	-3%	-0.1	7
9	COC(=O)c1sccc1NC(=O)CSc1cccc(Cl)c1Cl	15%	-9%	/	-10%	-14%	5%	5.1	-2
10	COc1ccc(C/C(C)=N/NC(=S)Nc2ccccc2F)cc1	-1%	10%	-4%	0%	1%	?	-5.1	-6
11	Cc1ccc(-n2c3c(c(=O)[nH]c2=O)C(C(F)(F)F)(C(F)(F)F)NC(=O)N3)cc1	4%	-6%	?	-1%	-12%	-13%	0.6	-25
12	O=C(c1cccs1)N1CCC(N2CCN(c3ccccc3)CC2)CC1	3%	9%	-1%	1%	-4%	-16%	-0.4	-8
13	Cc1cc(N(CCO)CCO)ccc1N=Nc1cc(F)ccc1F	-4%	-6%	26%	-11%	-22%	-9%	2.8	21
14	Cc1cc2cc3c(cc2nc1SCC(=O)O)OCCO3	11%	-16%	19%	-1%	-3%	-13%	-0.4	/
15	Cc1cc(N2C(=O)C3C4C=CC(C4)C3C2=O)no1 (stereo not given)	-5%	6%	12%	8%	4%	0%	-2.0	-4
16	CCc1c(C)nc(SCCOc2ccc(OC)cc2)[nH]c1=O	-9%	4%	17%	2%	9%	4%	4.1	0
17	O=C(c1ccc(-n2cncn2)c([N+](=O)[O-])c1)N1CCN(S(=O)(=O)c2ccc(F)c(F)c2)CC1	-8%	-5%	/	5%	-9%	-3%	-0.2	2
18	O=C(Nc1ccc(-c2csc(Nc3ccc(Cl)cc3)n2)cc1)c1cc([N+](=O)[O-])cc(C(F)(F)F)c1	1%	6%	-9%	5%	6%	-4%	-0.6	0
19	CC1Cc2ccccc2N1C(=O)C1CCCN(S(=O)(=O)c2cccc3cccnc23)C1 (stereo not given)	15%	3%	?	2%	-14%	1%	-4.0	3
20	CC1CC(C)CN(c2nc(N(C)c3ccccc3)nc(N)c2[N+](=O)[O-])C1 (stereo not given)	-5%	20%	39%	-8%	-15%	-6%	-0.3	10
21	CC(C)(C)C(=O)NNC(=O)c1cnccn1	-9%	-22%	-18%	7%	19%	-11%	-0.6	3
22	COCCN1Cc2cc3cc(C)ccc3nc2SC1=Nc1ccc(OC)cc1	5%	19%	28%	-7%	-3%	-1%	-3.9	6
23	Cc1ccc(-c2cc(-c3ccccc3)no2)c(O)c1	-6%	-18%	-15%	10%	0%	-5%	-3.1	-7
24	O=C(COc1ccc(F)c(Cl)c1)c1ccc[nH]1	5%	5%	4%	-7%	-1%	-14%	1.4	?
25	CCc1nc(C)cn1S(=O)(=O)c1cc(Br)ccc1OC	-2%	16%	12%	-5%	-7%	-6%	-1.6	/
26	COc1ccccc1/C=C1\NC(=S)N(CC2CCCO2)C1=O (stereo not given)	9%	-32%[inhibitor]	-12%	-11%	-17%	-4%	-0.4	/
27	O=C(NCc1ccco1)c1cccn2c(=O)c3c4c(sc3nc12)CCCC4	13%	-8%	14%	-17%[57.1 µM]	-12%	-30%	8.2	0
28	COc1ccccc1NC(=O)c1cc(S(=O)(=O)N2CCC3(CC2)OCCO3)ccc1F	-8%	?	11%	-7%	-3%	-2%	-2.2	/
29	CN(C)[C@@H]1CCC[C@H]1OC(=O)C(c1ccccc1)c1ccccc1	-8%	8%	/	-17%	-6%	?	0.2	-6
30	CC1CCC(NC(=O)C2c3ccccc3C(=O)N2CCCN2CCOCC2)CC1 (stereo not given)	8%	7%	9%	-4%	-17%	-7%	0.3	-1
31	O=C(C(c1ccccc1)c1ccccc1)N1CCN(Cc2ccncc2)CC1	-1%	-9%	32%	-6%	0%	-5%	1.1	0
32	O=S(=O)(Nc1ccc(C(O)(C(F)(F)F)C(F)(F)F)cc1)c1cccc2cccnc12	-19%	-1%	4%	-9%	?	-5%	-0.8	0
33	O=C1NC2(CCCCC2)OC12CCCCC2	-14%	-3%	/	1%	-9%	1%	-3.2	16
34	COC(=O)c1ccc(N2Cc3ccccc3/C2=N\C(=O)Nc2ccccc2)cc1	-15%	20%	7%	-9%	7%	1%	0.6	0
35	CCn1c(C)c(C(=O)c2ccccc2)c(C#N)c1C(=O)O	-11%	-12%	-37%	0%	-15%	4%	-2.5	-6
36	Cc1ccc(CNC(=O)CSCC(=O)O)cc1	-1%	-25%	-11%	0%	11%	3%	0.7	1
37	Clc1ccsc1-c1csc(-c2cccnc2)n1	24%	-41%[inhibitor]	-18%	-32%	-21%	-17%	-0.3	-3
38	CCC1=Nc2ccc(Br)cc2C(c2ccccc2)N1CC(=O)OC (stereo not given)	0%	0%	4%	-6%	-7%	-1%	0.6	1
39	Cc1ccc(CNC(=O)CC(C)S(=O)(=O)c2ccc3c(c2)NC(=O)CO3)cc1 (stereo not given)	-3%	1%	-4%	2%	-13%	-8%	-0.8	-3
40	O=C(NCc1ccc2c(c1)OCO2)c1cc2c(s1)CS(=O)(=O)C2	3%	12%	?	-6%	3%	-6%	5.1	/
41	CCCc1ccc(OCc2ccc(C(=O)Nc3cccc(C)n3)o2)c(OC)c1	-12%	5%	-41%	0%	-21%	6%	-1.6	0
42	CCc1ccccc1OCCCOc1ccc(OC)cc1	3%	3%	/	-14%	-15%	-7%	-0.4	26
43	O=C(CCN1CCCCCC1)Nc1cccc(Cl)c1	12%	-2%	9%	-9%	0%	3%	0.6	/
44	O=C(NNC(=S)Nc1ccccc1Cl)c1ccncc1	12%	-2%	4%	-5%	9%	-11%	1.5	0
45	COC(=O)c1cc(COC(=O)CNC(=O)c2cccc(C)c2)oc1C	6%	-11%	-4%	-3%	5%	-12%	-0.6	-7
46	O=S(=O)(c1cccc2cccnc12)N1CCCc2ccccc21	9%	7%	-6%	-5%	7%	8%	-1.2	0
47	O=C(CCC1CCCCC1)Nc1cccnc1	5%	?	15%	-15%	12%	1%	-0.7	-1
48	COc1ccc(CCN=C(N)NS(=O)(=O)c2ccc3ccccc3c2)cc1	3%	6%	15%	-34%[57.1 µM]	-15%	-12%	-0.9	0

Some of these compounds in order of molar mass, low to high.
cpd	Compound	EPAC1 ag	Abeta rescue	FUS yeast rescue	WRN helicase inh	EPAC1 antagonist	PLK1 PBD inh	IL-2 act	PI5P4K alpha inh
47	O=C(CCC1CCCCC1)Nc1cccnc1	5%	?	15%	-15%	12%	1%	-0.7	-1
46	O=S(=O)(c1cccc2cccnc12)N1CCCc2ccccc21	9%	7%	-6%	-5%	7%	8%	-1.2	0
45	COC(=O)c1cc(COC(=O)CNC(=O)c2cccc(C)c2)oc1C	6%	-11%	-4%	-3%	5%	-12%	-0.6	-7
40	O=C(NCc1ccc2c(c1)OCO2)c1cc2c(s1)CS(=O)(=O)C2	3%	12%	?	-6%	3%	-6%	5.1	/
41	CCCc1ccc(OCc2ccc(C(=O)Nc3cccc(C)n3)o2)c(OC)c1	-12%	5%	-41%	0%	-21%	6%	-1.6	0
48	COc1ccc(CCN=C(N)NS(=O)(=O)c2ccc3ccccc3c2)cc1	3%	6%	15%	-34%[57.1 µM]	-15%	-12%	-0.9	0
38	CCC1=Nc2ccc(Br)cc2C(c2ccccc2)N1CC(=O)OC (stereo not given)	0%	0%	4%	-6%	-7%	-1%	0.6	1
39	Cc1ccc(CNC(=O)CC(C)S(=O)(=O)c2ccc3c(c2)NC(=O)CO3)cc1 (stereo not given)	-3%	1%	-4%	2%	-13%	-8%	-0.8	-3

(continued)
cpd	Compound	EPAC1 ag	Abeta rescue	FUS yeast rescue	WRN helicase inh	EPAC1 antagonist	PLK1 PBD inh	IL-2 act	PI5P4K alpha inh
49	CC(/C=N/Nc1nc2ccccc2[nH]1)=C\c1ccccc1	3%	-6%	12%	-8%	-8%	-8%	-0.6	-2
50	Cc1c(NC(=O)c2ccc(CN3CCc4ccccc4C3)cc2)c(=O)n(-c2ccccc2)n1C	-9%	-3%	3%	12%	13%	-1%	-1.3	-8
51	COc1ccccc1-c1noc(-c2ccncc2)n1	-8%	-3%[9.22 µM]	-30%	-8%	-4%	-2%	-2.6	8
52	O=S(=O)(c1ccc(NC(=S)N/N=C/c2ccc(N3CCOCC3)cc2)cc1)N1CCOCC1	8%	-7%	/	-24%	-6%	-4%	1.1	4
53	CC(=O)Nc1ccc(S(=O)(=O)N2CCC(NC(=O)c3ccco3)CC2)cc1	1%	-4%	23%	10%	-2%	-6%	-1.9	/
54	COC(=O)c1nc(NNC(=O)c2ccccc2)sc1-c1ccccc1	11%	29%	15%	19%	28%	-7%	-0.2	3
55	C=CCN1C(=O)CN=C1Nc1cccc(C)c1	-6%	-4%	-9%	-8%	7%	-14%	-2.8	-6

Bioassay records from PubChem.
